# FadD28 binding – inhibitors of FadD28 bisubstrate probe binding, primary screen, biochemical, fluorescence polarization, single point. Mycobacterium tuberculosis FadD28 fatty-acid-AMP ligase. inhibition, % at 12.5 µM. actives 0.22% (n = 360,000). AID 588549, 2011; in the data active means inhibition above about 8.5%, passing the limit was not always enough; inconclusive means no clear call, values can overlap the other calls
# Mtb UGM inh – M. tuberculosis UGM enzyme inhibitors, primary screen, biochemical, fluorescence polarization, single point; UDP-galactopyranose mutase (Mycobacterium tuberculosis (strain ATCC 25618 / H37Rv)), …; purified UGM, fluorescence polarization probe displacement; inhibition, % at 10 µM; actives 0.06% (n = 320,000); AID 504406, 2011; in the data active means inhibition above about 10%, passing the limit was not always enough; inconclusive means no clear call, values can overlap the other calls
# Target sequence (P9WIQ1 whole entry, looked up): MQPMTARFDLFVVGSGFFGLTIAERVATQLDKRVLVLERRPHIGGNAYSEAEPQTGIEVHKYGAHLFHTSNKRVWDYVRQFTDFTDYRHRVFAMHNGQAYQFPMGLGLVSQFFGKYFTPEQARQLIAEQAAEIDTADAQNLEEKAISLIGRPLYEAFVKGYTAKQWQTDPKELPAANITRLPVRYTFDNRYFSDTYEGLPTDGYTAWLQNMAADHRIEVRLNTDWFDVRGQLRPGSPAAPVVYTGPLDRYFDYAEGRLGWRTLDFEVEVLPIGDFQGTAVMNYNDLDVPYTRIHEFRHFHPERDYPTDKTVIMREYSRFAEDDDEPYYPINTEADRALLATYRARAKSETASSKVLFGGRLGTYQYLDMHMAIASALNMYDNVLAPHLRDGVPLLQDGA
# Anthrax LF inh2 – Bacillus anthracis LF protease inhibitors, primary screen, biochemical, multiplex microsphere, MLPCN library; Lethal factor (Bacillus anthracis), P15917; multiplex microsphere protease cleavage assay; inhibition, % at 10 µM; actives 0.12% (n = 360,000); further: plate controls were buffer without enzyme for full effect and enzyme alone for no effect
# Mtb FBA inh – Mtb FBA enzyme inhibitors, primary screen, biochemical, fluorescence, strain H37Rv | purified M. tuberculosis FBA, fluorescence read-out | inhibition, % at 1 µM | Fructose-bisphosphate aldolase (Mycobacterium tuberculosis (strain ATCC 25618 / H37Rv)), … | actives 2.3% (n = 360,000) | AID 588726, 2011; in the data active means inhibition above about 27%;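 further: 0% = vehicle and 100% = reference inhibitor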
# Target sequence (P9WQA3 whole entry, looked up): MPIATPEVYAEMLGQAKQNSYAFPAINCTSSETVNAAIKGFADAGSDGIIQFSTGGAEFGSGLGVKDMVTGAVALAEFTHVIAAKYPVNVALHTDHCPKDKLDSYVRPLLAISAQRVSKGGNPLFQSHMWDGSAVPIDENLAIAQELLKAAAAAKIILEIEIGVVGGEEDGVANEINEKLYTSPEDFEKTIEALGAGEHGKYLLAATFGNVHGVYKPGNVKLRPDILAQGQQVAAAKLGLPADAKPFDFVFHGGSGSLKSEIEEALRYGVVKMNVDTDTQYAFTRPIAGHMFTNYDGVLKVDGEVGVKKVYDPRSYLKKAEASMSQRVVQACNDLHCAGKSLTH
# Mtb BioA inh – M. tuberculosis BioA enzyme inhibitors, primary screen, biochemical, plate reader, single point, HTS | 7,8-diaminopelargonic acid synthase BioA (Mycobacterium tuberculosis) | purified M. tuberculosis BioA enzyme | inhibition, % at 9.99 µM | actives 0.096% (n = 360,000); in the data active means inhibition above about 40%; inconclusive means no clear call, values can overlap the other calls
# GDH-TPI inh – GDH-TPI coupling enzyme inhibitors, primary screen, artefact control for M. tuberculosis FBA inhibitor project, biochemical, absorbance, full deck | actives 1.2% (n = 360,000) | GDH-TPI coupled enzyme counterscreen, NADH absorbance | inhibition, % at 4.8 µM; in the data active means inhibition above about 30%;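 further: 0% = DMSO wells and 100% = wells lacking the enzyme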
# PfHsp40 yeast – rescue of yeast from PfHsp40 toxicity, primary screen, S. cerevisiae, ATP luminescence; growth rescue, % at 12.5 µM; AID 504582, 2011; actives 0.68% (n = 340,000); S. cerevisiae expressing PfHsp40, growth rescue; in the data active means growth rescue above about 28%, passing the limit was not always enough; inconclusive means no clear call, values can overlap the other calls;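 further: yeast W303a lacking pdr1 and pdr3 grown in galactose medium; growth measured after three days at 30 °C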
# BoNT A protease – BoNT/A light chain protease inhibitors, primary screen, biochemical, flow cytometry, MLPCN library; Botulinum neurotoxin type A light chain protease (Clostridium botulinum A str. ATCC 3502); multiplex microsphere protease substrate cleavage; inhibition, % at 10 µM; actives 0.17% (n = 360,000); further: plate controls were buffer without enzyme for full effect and enzyme alone for no effect
# BoNT F protease – BoNT/F light chain protease inhibitors, primary screen, biochemical, flow cytometry, MLPCN library | Botulinum neurotoxin type F light chain protease (Clostridium botulinum) | Multiplex microsphere protease cleavage assay | inhibition, % at 10 µM | actives 0.22% (n = 360,000) | AID 588497, 2011; in the data active means inhibition above about 35%, passing the limit was not always enough; inconclusive means no clear call, values can overlap the other calls; further: plate controls were buffer without enzyme for full effect and enzyme alone for no effect
# * hit, by the source's call; ? = inconclusive; nt = no result given. Unless noted, no stated cut-off is given here; in the data, active means inhibition above about 30%; inconclusive means no clear call, values can overlap the other calls; inactive means below that. No enrichment for hits, and some 4.7% of all compounds hit somewhere here.
SMILES,FadD28 binding,Mtb UGM inh,Anthrax LF inh2,Mtb FBA inh,Mtb BioA inh,GDH-TPI inh,PfHsp40 yeast,BoNT A protease,BoNT F protease
NC(=O)c1ccccc1NC(=O)CSc1nc2c(c(=O)[nH]1)CCCC2,0.2,1.8,10,-2,-2.0,13,-0.5,0.7,-3
CCCOc1ccc(C(=O)NC(=S)N2CCN(c3ncc4c(=O)c(C(=O)O)cn(CC)c4n3)CC2)cc1,1.0,nt,3,-3,1.1,3,nt,-0.5,-5
CCOC(=O)c1ccc(N=C2SC(C(=O)NCCc3ccccc3)CC(=O)N2C)cc1 (stereo unspecified),-3.9,nt,-2,-2,-0.7,-4,2.2,-0.5,-7
N#C/C(=C1/C(=O)Nc2ccc(Br)cc21)c1ccccn1,0.7,0.8,-2,-1,nt,15,-0.4,0.2,0
CCC(=O)c1cc2c(cc1NC(=O)C(C)C)OCCO2,-1.8,0.3,-2,7,-1.0,1,-0.6,0.1,18
COc1ccccc1CNS(=O)(=O)c1ccc(-n2cccn2)cc1,-0.7,4.1,-1,3,0.6,-8,-1.3,-1.1,-8
CCC(C)NC(=O)CSC1=Nc2ccccc2C2=NC(CC(=O)NCc3ccc(F)cc3)C(=O)N12 (stereo unspecified),-2.3,-0.1,2,7,5.5,9,1.3,1.8,-24
Cc1cc(SCc2c(F)cccc2Cl)nc(=O)[nH]1,-3.5,-0.6,-1,-5,1.0,11,-0.8,1.4,-2
Cc1ccc(S(=O)(=O)NCc2ccccn2)c(C)c1,-0.1,1.5,2,3,-1.8,8,-1.0,0.8,-15
O=C(CSC1c2ccccc2C(=O)N1c1ccccc1)N1CCOCC1 (stereo unspecified),-0.4,-0.2,1,4,-0.4,3,-1.2,-0.8,-4
O=C(CCS(=O)(=O)c1cccs1)Nc1ccc(C(=O)NCc2ccc(F)cc2)cc1,-1.2,-1.0,-5,2,nt,6,0.2,-0.4,-3
Nc1nnn(Cc2ccccc2)n1,-0.5,-1.1,-4,1,nt,-2,-0.5,-0.2,0
COc1ccc(CCNC(=O)C2CCN(C(=O)c3ccc(Cl)cc3)CC2)cc1OC,-2.9,0.4,-11,1,8.4,0,0.0,-2.6,-9
CSC1=NS(=O)(=O)c2c(C)nn(C)c2S1,-4.2,2.4,?,1,-1.2,-15,0.2,-6.5,-59
Cc1ccc(COC(=O)c2cc(S(=O)(=O)N3CCOCC3)ccc2C)cc1,0.5,-0.4,-5,3,nt,5,4.1,0.5,0
O=C(CC1SCCNC1=O)Nc1ccccc1Cl (stereo unspecified),-1.2,0.4,-2,2,nt,0,2.2,-0.3,-3
NC(=O)CSc1oc(-c2ccco2)nc1S(=O)(=O)c1ccc(F)cc1,-4.0,1.2,-4,-1,-0.8,-2,-1.5,-0.6,10
CC(Sc1cnc2ccccc2n1)C(=O)O (stereo unspecified),-3.4,-0.7,2,4,-0.1,7,-2.1,-0.8,-14
O=C(NCc1ccncc1)c1ccc(Br)cc1,-3.0,2.3,-1,-3,1.1,-7,0.8,1.3,1
C=C1c2cc(CC)ccc2NC(=O)N1c1ccc(C)cc1,-0.9,-2.2,-6,7,2.2,-7,-0.2,0.8,2
COc1ccc(C2CC(c3ccccc3)=NN2C(=O)CN2N=NC3C(=O)N(c4cccc(F)c4)C(=O)C32)cc1 (stereo unspecified),-0.2,4.3,1,3,nt,0,1.5,-0.2,4
NC(N)=NN=C1CCC(c2ccccc2)CC1 (stereo unspecified),-0.3,-1.0,8,0,-0.7,7,-0.3,1.8,12
NS(=O)(=O)c1ccc(NCCCn2ccnc2)c([N+](=O)[O-])c1,-3.4,0.8,20,-5,3.6,6,1.4,-3.7,10
COC(=O)c1[nH]c2cc(OC)ccc2c1NC(=O)c1nonc1C,-1.8,-0.7,-2,-1,-2.6,17,0.2,-1.2,-10
CCOc1ccc(NC(=O)CN(C)C(=O)C2CC(=O)N(c3ccc4c(c3)OCCO4)C2)cc1OCC (stereo unspecified),-0.5,0.3,0,1,6.5,-12,-1.4,-2.3,4

# Nothing new here: entries from further up.
SMILES,FadD28 binding,Mtb UGM inh,Anthrax LF inh2,Mtb FBA inh,Mtb BioA inh,GDH-TPI inh,PfHsp40 yeast,BoNT A protease,BoNT F protease
NC(=O)c1ccccc1NC(=O)CSc1nc2c(c(=O)[nH]1)CCCC2,0.2,1.8,10,-2,-2.0,13,-0.5,0.7,-3
CCCOc1ccc(C(=O)NC(=S)N2CCN(c3ncc4c(=O)c(C(=O)O)cn(CC)c4n3)CC2)cc1,1.0,nt,3,-3,1.1,3,nt,-0.5,-5
CCOC(=O)c1ccc(N=C2SC(C(=O)NCCc3ccccc3)CC(=O)N2C)cc1 (stereo unspecified),-3.9,nt,-2,-2,-0.7,-4,2.2,-0.5,-7
N#C/C(=C1/C(=O)Nc2ccc(Br)cc21)c1ccccn1,0.7,0.8,-2,-1,nt,15,-0.4,0.2,0

# Other structures
SMILES,FadD28 binding,Mtb UGM inh,Anthrax LF inh2,Mtb FBA inh,Mtb BioA inh,GDH-TPI inh,PfHsp40 yeast,BoNT A protease,BoNT F protease
CCCCCNC(=O)c1cc(S(=O)(=O)N2CCCCC2)ccc1F,-3.0,-3.3,-3,-2,nt,2,0.4,?,5
CN(C)CCNc1ncnc2c1ncn2[C@H]1CN(Cc2ccc(F)cc2)C[C@@H](CO)O1,-2.2,nt,2,4,-3.2,-4,nt,0.0,0
Cc1ccccc1OCC(=O)Nc1cccc(S(=O)(=O)NC2=NCCCCC2)c1,-1.7,1.6,-1,0,0.2,-4,-0.3,-0.6,-1
CCCCNC(=O)CSc1nnc(Cc2ccc(Cl)c(Cl)c2)c(=O)[nH]1,-1.1,0.7,0,-2,0.2,0,0.7,0.8,7
O=C(NCCS(=O)(=O)c1ccc(Br)cc1)c1ccccc1,-1.1,0.4,2,-2,-0.7,8,0.9,-1.8,-1
Cc1ccc(S(=O)(=O)CCCS(=O)(=O)c2ccc(C)cc2)cc1,1.3,2.0,4,7,-0.3,1,0.3,0.4,0
CN(C)S(=O)(=O)c1cccc(NC(=O)COC(=O)CCC(=O)c2cccs2)c1,0.7,1.6,-1,-1,2.6,4,-1.3,0.4,0
COc1cc([N+](=O)[O-])ccc1NC(=O)C[n+]1cccc(C(C)=O)c1,0.7,2.2,-5,-6,3.4,7,-0.9,-1.2,-4
CC(=O)Nc1ccc(C(=O)Nc2nc(-c3cccnc3)cs2)cc1,0.2,2.9,-2,1,-0.7,21,-0.7,-1.4,-2
COc1cccc(-c2c(C(=O)N/N=C(\C)c3ccncc3)nnn2-c2nonc2N)c1,-1.7,-0.4,-3,2,0.2,-5,-0.4,1.0,-7
CCCOc1cccc(C2/C(=C(/O)c3ccc4c(c3)CC(C)O4)C(=O)C(=O)N2CCN2CCOCC2)c1 (stereo unspecified),0.3,2.0,0,-1,-1.2,4,0.4,-0.5,4
CCOC(=O)CCNC(=O)CNC(=O)OCc1ccccc1,-2.5,5.4,4,-2,0.3,0,0.7,0.0,4
COc1ccc(C(=O)NCCS(=O)(=O)N2CCN(Cc3ccccc3)CC2)cc1,-0.9,-1.3,1,3,-0.1,0,1.4,-4.5,1
COc1cc(OC)cc(C(=O)NNC(=O)CN2C(=O)NC(C)(c3ccc(C)cc3)C2=O)c1 (stereo unspecified),-10,-0.9,nt,1,-0.4,-2,0.1,nt,nt
CCC(C)NC(=O)c1ccc(Cl)c(S(=O)(=O)Nc2ccccc2N2CCOCC2)c1 (stereo unspecified),-2.1,2.4,5,-1,1.4,-5,0.6,0.1,2
CC(NC(=O)CSc1nc(=O)cc(N)n1CCc1ccccc1)c1ccccc1 (stereo unspecified),-2.2,-0.3,5,1,nt,7,0.8,-0.3,0
Nn1c(SCC(=O)Nc2nc3ccccc3s2)nncc1=O,-2.5,-4.1,1,-2,nt,6,0.2,0.4,-1
CCCCN(Cc1ccccc1)C(=O)C1CCN(S(=O)(=O)c2c(C)noc2C)CC1,-1.7,-3.8,-1,-1,-2.3,8,-0.6,0.8,3
O=C(COc1ccc(Cl)cc1Br)N1CCN(c2ncccn2)CC1,-1.0,nt,0,4,-0.8,10,-1.7,1.3,7
Cc1ccccc1-n1c(SC(C)C(N)=O)nnc1-c1cccnc1 (stereo unspecified),1.1,0.8,-5,-1,0.5,-9,-0.6,-0.1,5
COc1ccc(-n2c(SCC(=O)Nc3ccc4c(c3)OCO4)nnc2C(C)N2CCCCC2)cc1 (stereo unspecified),-2.1,0.8,0,1,nt,-1,-0.5,1.0,1
COc1ccc([C@H]2CN(c3ccc(OC)cc3)C(=O)[C@@H]2CC(=O)Nc2ccc(Br)cc2)cc1,-1.3,nt,4,2,nt,7,nt,0.2,-1
COc1cc([N+](=O)[O-])ccc1NC(=S)NNC(=O)CCC(=O)Nc1ccccc1Cl,-0.2,-0.4,3,-7,4.3,10,0.0,3.7,6
CSc1ncnc2c1ncn2CCCN(C)CCc1ccccn1,-1.4,nt,-2,3,-0.2,2,nt,-0.2,0
COC(=O)c1ccc(CN2C(=O)NC3(CCC(C)CC3)C2=O)cc1 (stereo unspecified),0.4,-2.1,5,2,nt,0,1.7,-0.3,2
# Next structures follow:
SMILES,FadD28 binding,Mtb UGM inh,Anthrax LF inh2,Mtb FBA inh,Mtb BioA inh,GDH-TPI inh,PfHsp40 yeast,BoNT A protease,BoNT F protease
C[C@H](NC(=O)[C@H](Cc1ccccc1)NC(=O)c1cc2cc(Cl)ccc2n1C)C(=O)O,0.0,1.2,1,7,-0.2,0,-0.3,-0.6,21
O=C(NCc1ccccc1)c1[nH]c(C(F)(F)F)nc1-c1ccccc1,0.4,nt,0,0,-1.8,nt,nt,-0.3,1
CC(=O)Nc1ccc(NC(=O)c2c(C)nn(-c3ccccc3)c2Cl)cc1C,-4.7,2.0,1,0,nt,-2,-0.8,-1.0,1
COc1ccc(OC)c(NC(=O)c2cccc(NC(=O)c3ccccc3C(=O)O)c2)c1,-3.5,0.9,-16,-1,nt,-4,-0.1,-4.4,?
CN(Cc1c(C(=O)N/N=C/c2ccc(F)cc2)nnn1-c1nonc1N)C1CCCCC1,-1.0,0.9,-3,5,-0.4,5,1.3,-2.8,-19
CN(c1ccccc1)S(=O)(=O)c1cccc(C(=O)Nc2ncn[nH]2)c1,-1.7,1.7,-3,1,nt,9,-0.9,-0.7,-8
CCc1cc2cc(C)cc(C)c2[nH]c1=S,-0.9,-1.6,1,4,nt,-8,-0.4,-1.7,-3
O=C(Cn1cnc2c(nnn2Cc2ccc(Cl)cc2)c1=O)NC1CCCC1,-0.5,2.7,-3,3,nt,0,-1.0,-0.2,4
CCc1noc(C)c1C(=O)N1CCN(c2cccc(Cl)c2)CC1,-3.1,nt,-3,-1,2.0,-12,nt,-0.6,-1
Cc1onc(-c2ccccc2Cl)c1C(=O)Nc1ccc(-n2nncc2C(C)(C)C)cc1,-3.0,-2.0,2,-3,0.1,-2,0.3,0.7,4
O=[N+]([O-])c1nn(-c2ccc3c(c2)OCCO3)n(O)c1=NCc1ccccc1Cl,0.4,-0.8,1,-4,-1.5,2,0.4,-0.5,-10
COc1cc2c(cc1OC)[C@@]13CCN4CC5=CCO[C@H]6CC(=O)N2[C@H]1[C@H]6[C@H]5C[C@H]43,-3.2,-4.0,2,-6,4.5,-4,-1.3,-0.4,-2
CC1CCN(c2ccc3c(c2)S(=O)(=O)c2cccc(C(=O)NC4CC4)c2C3=O)CC1,-0.1,3.1,-2,-10,-2.0,9,-2.0,1.4,1

# Screens from PubChem BioAssay.
